Tat transport: inhibitors of E. coli Tat protein transport; E. coli MC4100 TorA-mCherry Tat export, fluorescence; inhibition, % at 10 µM; actives 0.036% (n = 340,000); AID 488895;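 active means mean replicate inhibition at least 50% and at least half of replicates individually reaching 50%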;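 further: exported cargo escapes ClpAP degradation while cytoplasmic cargo is degraded and loses fluorescence; 0% = median of neutral control wells and 100% = median of NaSCN control wells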
dFosB activator: mouse delta FosB homodimer activation; P13346; purified delta FosB, TAMRA-CDK5 oligo fluorescence polarization; percent of positive-control signal above neutral wells; activation, % at 25 µM; actives 0.99% (n = 340,000);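 active means mean activation above about 17%, with every replicate also reaching it, limit read from the data, passing the limit was not always enough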;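 further: fluorescence polarization rise as delta FosB binds a TAMRA Cdk5 AP-1 oligo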
Wnt act: activates Wnt/beta-catenin signaling in a reporter cell assay; activator, plate reader; activation, % at 9.35 µM; actives 1.2% (n = 300,000); AID 743398; in the data active means activation above about 30%, passing the limit was not always enough;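 further: 0% = neutral control wells and 100% = positive control wells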
cardiac RTF act: cardiac RTF calcium sensitization; P19429+P45379; IANBD-labeled TnC RTF fluorescence at EC20 calcium; 0% EC20 calcium, 100% full calcium; activation, % at 7.2 µM; actives 0.24% (n = 340,000);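 active means activation above the mean over all tested compounds plus 3 SD, cut at about 30% in these data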;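 further: rise in fluorescence read as greater calcium sensitivity of cardiac thin filaments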
CAL PDZ FP-1: blocks peptide binding to the human CAL PDZ domain. Q9HD26. purified CAL PDZ, TMR-peptide fluorescence polarization, 1 h. inhibition, % at 24.9 µM. actives 0.92% (n = 300,000). AID 602252;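 active means mean inhibition of at least 30% with at least half of replicates also reaching 30%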;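 further: 0% = DMSO neutral control and 100% = excess unlabeled competitor peptide PRC23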
CAL PDZ FP-2: inhibitors of human CAL PDZ peptide binding | purified CAL PDZ, TMR-peptide fluorescence polarization, 1 h | inhibition, % at 20 µM | Q9HD26 | AID 504414 | actives 0.02% (n = 330,000);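 active means highest replicate inhibition of at least 40%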;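 further: plate controls were DMSO neutral control wells for no effect and unlabeled competitor peptide control wells for full effect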
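Read-out basis: mP drop reported as inhibition | Assay system: Tagged CAL PDZ protein CerCALP, purified | Benchmarks: Unlabelled peptide for full inhibition, DMSO wells as neutral | Schedule: 1 h incubation at room temperature before polarization reading | Buffer or medium: Sodium phosphate/NaCl buffer pH 7.4 with TCEP, IgG, Thesit | Doses: Single point, 20 µM | Measured by: Fluorescence polarization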
Rtt109 Vps75: blocks Candida albicans Rtt109/Vps75 acetyltransferase activity; purified Rtt109/Vps75, ThioGlo CoA-SH fluorescence, 4 h; actives 0.16% (n = 330,000); AID 540336; Q5AAJ8; inhibition, % at 34.9 µM;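 active means inhibition of at least 50% in every replicate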
Target sequence (Q5AAJ8 whole entry, looked up): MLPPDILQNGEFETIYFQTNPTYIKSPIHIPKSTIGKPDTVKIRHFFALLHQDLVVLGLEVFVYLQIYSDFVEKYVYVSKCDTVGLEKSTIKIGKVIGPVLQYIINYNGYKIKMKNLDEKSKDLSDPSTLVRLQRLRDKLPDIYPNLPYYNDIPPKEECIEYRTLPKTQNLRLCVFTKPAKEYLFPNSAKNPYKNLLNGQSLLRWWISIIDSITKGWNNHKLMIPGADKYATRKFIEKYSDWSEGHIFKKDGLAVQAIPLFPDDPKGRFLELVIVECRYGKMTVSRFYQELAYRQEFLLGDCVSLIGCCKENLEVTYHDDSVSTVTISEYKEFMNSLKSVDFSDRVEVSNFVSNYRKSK
MITF TRPM1 HTS: MITF TRPM1 promoter activation in melanoma cells; SK-MEL-5 TRPM1-promoter luciferase, 24 h; % of positive control, neutral wells = 0; activation, % at 12.5 µM; actives 0.75% (n = 300,000); AID 588334;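 active means mean activation of at least 80% with every replicate also reaching 80%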;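 further: 0% = neutral control wells and 100% = parthenolide positive control wells; values of inactives mirror those of a sister screen read the other way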
V-ATPase pH: yeast V-ATPase proton transport regulation by pHLuorin; S. cerevisiae, pHLuorin cytosolic pH fluorescence; response, % at 10 µM; actives 0.37% (n = 350,000); AID 504577; in the data active means response mostly above about 7.3%, no sharp cut-off; inactive means mostly below about 5.4%; further: actives read high; inactives centre near 0; some compounds called inactive have numbers as strong as hits
CDK5 inh: blocks human CDK5/p35 kinase activity; Q00535+Q15078; Recombinant CDK5/p35, ADP-Glo luminescence, 60 min; inhibition, % at 10 µM; actives 0.01% (n = 330,000); AID 488839;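 active means highest replicate inhibition of at least 50% and at least 75% of replicates reaching 50%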;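 further: plate controls were DMSO neutral control for no effect and GW8510 at 10 µM for full effect; many of its hits are not listed in these tables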
Target sequence (Q00535 whole entry, looked up): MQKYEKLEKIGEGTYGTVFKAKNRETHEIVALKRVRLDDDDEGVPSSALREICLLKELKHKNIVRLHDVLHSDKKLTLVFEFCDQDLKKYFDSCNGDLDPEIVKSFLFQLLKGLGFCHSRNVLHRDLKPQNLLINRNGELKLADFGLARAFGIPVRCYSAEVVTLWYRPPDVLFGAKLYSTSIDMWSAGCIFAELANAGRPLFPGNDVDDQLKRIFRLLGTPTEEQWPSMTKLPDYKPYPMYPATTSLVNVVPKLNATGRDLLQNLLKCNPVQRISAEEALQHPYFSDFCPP
Target sequence (Q15078 whole entry, looked up): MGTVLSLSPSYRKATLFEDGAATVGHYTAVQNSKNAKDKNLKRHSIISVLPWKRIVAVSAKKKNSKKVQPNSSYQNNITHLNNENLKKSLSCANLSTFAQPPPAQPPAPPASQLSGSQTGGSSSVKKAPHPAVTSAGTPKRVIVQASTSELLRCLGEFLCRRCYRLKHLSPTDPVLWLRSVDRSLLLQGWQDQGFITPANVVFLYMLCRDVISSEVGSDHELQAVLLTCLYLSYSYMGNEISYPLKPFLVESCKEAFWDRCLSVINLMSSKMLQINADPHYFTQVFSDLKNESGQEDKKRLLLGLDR
* marks the source's active call; other numbers are inactive results; . = not tested or not shown; & = joins results of further samples.

SMILES	Tat transport	dFosB activator	Wnt act	cardiac RTF act	CAL PDZ FP-1	CAL PDZ FP-2	Rtt109 Vps75	MITF TRPM1 HTS	V-ATPase pH	CDK5 inh
CC1CN(C(=O)c2cccc(S(=O)(=O)N3CCOCC3)c2)CC(C)O1 (configuration not stated)	-4	-2	8	5	3	0.1	11	-8	0	0.6
O=C(CCN1CCCO1)N1CCCC(N2CCN(c3ccccc3F)CC2)C1 (configuration not stated)	1	-7	-1	1	-3	0.1	-5	11	4	-7.4
Cc1nc2c(c(C)c1C#N)C(=O)c1ccccc1-2	-1	2	-2	-2	3	-1.4	-3	-27	0	0.3
COc1cccc(/C=C(/C(=O)OCC(=O)NC2CCCC(C)C2C)c2ccccc2)c1 (configuration not stated)	18	-9	.	-1	-1	-0.2	-10	2	-2	-1.3
O=C(c1ccccn1)N(Cc1cc2ccccc2[nH]c1=O)C1CCCCC1	6	-8	-2	3	2	-2.3	-3	.	3	-2.1
CCOc1ccc(S(=O)(=O)/N=C(/Nc2ccc(C)c(S(=O)(=O)N3CCOCC3)c2)c2ccccc2)cc1	-3	-10	0	-5	.	-1.2	1	7	2	1.0
COc1ccc(-c2nnn(CC(=O)N(Cc3cccs3)C(C)C(=O)NCCC(C)C)n2)cc1OC (configuration not stated)	24	12	.	2	1	-0.7	-1	0	3	1.6
Cc1ccc(SCCC(=O)OCC(=O)NCC2CCCCC2)cc1	13	-9	-3	-3	2	-0.2	-1	-7	1	-1.1
O=C(COC(=O)c1ccc([N+](=O)[O-])o1)NC12CC3CC(CC(C3)C1)C2	1	-3	7	-7	.	-1.8	0	1	-1	0.0
CC(=O)Oc1ccc(Cl)cc1/C=C/c1ccc2ccccc2n1	8	-20	.	0	-2	0.4	5	39	2	-11
NNC(=O)c1cnn(Cc2ccccc2)c1N	-2	-5	.	9	-2	0.3	9	2	3	0.7
COC(=O)c1c(NC(C)=O)sc(Cc2ccccc2)c1C	3	-1	-2	-2	-2	.	2	-5	-2	0.4
Cc1cccc(OCC(=O)Nc2cccc(-c3nnc(-c4ccccc4)o3)c2)c1C	0	-3	2	3	1	-2.0	-9	31	0	-3.8
CCOC(=O)c1c(NC(=O)CSc2nc3ccc(OC)cc3[nH]2)sc2c1CC(C)(C)NC2(C)C	4	5	-4	-8	-3	-3.4	.	16	-2	-0.2
O=C1C=C(c2ccnc3cc(Cl)ccc23)C[C@@H](c2ccc3c(c2)OCO3)C1	7	4	-5	0	-2	-1.1	-2	-10	-2	-1.0
COc1ccc2nc(Nc3ccc4c(c3)OCO4)sc2c1	-12	0	-5	0	0	-0.2	-1	79	-3	-0.4
CC(=NCCN1CCOCC1)C1=C(O)c2ccccc2C1=O	19	-5	0	7	-4	-3.4	-5	8	-5	1.2
N#Cc1nc(-c2cccc3ccccc23)oc1N1CCCCC1	17	4	.	8	-4	-0.5	-2	78	-2	-1.3
O=C(Cc1ccc(Br)cc1)OCC(=O)c1ccc2c(c1)OCCO2	28	-5	0	0	-2	-0.9	12	3	0	-2.5
O=C(C1=C(O)C(=O)N(CCOCCO)C1c1cccc([N+](=O)[O-])c1)c1cccs1 (configuration not stated)	-10	-11	1	14	3	0.7	13	-9	0	1.9
CNC(=O)Nc1ccccc1C(=O)Nc1ccccc1	-4	-4	3	2	.	-0.5	-10	.	-1	-4.5
CC(=O)NC/C(C)=N\Nc1ccc([N+](=O)[O-])cc1	-10	1	-4	3	-5	-2.7	-2	9	0	-0.2
Cc1ccc(S(=O)(=O)N2CCOCC2)cc1NC(=O)COC(=O)c1ccc(Cl)s1	3	-17	-3	1	-2	-0.9	12	3	0	-0.8
Cc1ccc(NC2CCCN(C(=O)c3cn(C)c4ccccc34)C2)cc1C (configuration not stated)	1	-9	1	-4	2	1.0	2	-3	0	-0.5
COc1ccc2cc(C(C)=O)c(=O)oc2c1	4	4	3	11	-2	-1.8	-3	10	3	0.4
CCS(=O)(=O)N1N=C(c2ccccc2)CC1c1ccc2nccnc2c1 (configuration not stated)	-5	4	.	-1	-1	-1.9	0	-5	-1	-1.9
O=C(c1ccc(Cl)cc1)N1CCN(c2cccc3[nH]ccc23)CC1	-5	-12	-2	-2	-4	0.0	0	-11	0	0.4
CCN(CC)CCCn1c(=S)[nH]c2ccccc2c1=O	-3	-2	-1	5	7	.	-16	.	1	-0.5
CCn1cc(C(=O)Nn2cnnc2)c(=O)c2ccc(C)nc21	-1	0	1	-2	2	-2.0	33	-6	-4	-2.6
CN1C(=O)C(=O)N(CC(=O)N2CCc3ccccc32)C1=O	1	-2	.	-4	-3	-0.3	6	12	-1	-1.7
CS(=O)(=O)N(CC(=O)N1CCCC1)Cc1ccc(F)cc1	-9	2	0	-2	-1	0.0	-3	.	-2	2.1
CCc1ccc(OCC(=O)Nc2ccncc2)c(Br)c1	-6	-4	5	-8	-1	-1.4	-6	.	3	-1.1
COc1cccc(C(=O)OCC(=O)NCCNC(=O)COC(=O)c2cccc(OC)c2OC)c1OC	-7	-6	2	6	-1	-2.5	-3	9	-2	-2.3
COc1ccc(S(=O)(=O)N2CCCCC2)cc1NC(=O)C1CCCO1 (configuration not stated)	-6	-2	0	5	-3	-0.4	0	-12	3	1.1
CC(=O)N(c1c(C)n(C)n(-c2ccccc2)c1=O)C1(C(=O)NC2CCCC2)CCCCC1	1	-10	.	2	1	-2.6	-1	0	-1	-1.2
CC(=O)Nc1ccc(NS(=O)(=O)c2cccc3nonc23)cc1	2	3	-1	7	1	-1.9	9	-5	0	2.3
COC(=O)CCC(=O)NC(=S)Nc1ccc(S(=O)(=O)N2CCCC2)cc1	-1	-7	-6	-5	0	-0.2	7	-6	-1	0.5
CNC[C@@H]1Oc2ccc(NC(=O)Nc3ccccc3)cc2C(=O)N([C@@H](C)CO)C[C@H]1C	1	3	1	1	-6	-1.8	5	-8	2	-0.4
COC(=O)CN1C(c2ccc(OC)cc2)=Nc2ccc(Cl)cc2C1c1ccccc1 (configuration not stated)	-1	-6	.	1	-3	-1.7	-4	-3	-2	-1.7
O=c1c2ccccc2nc(/C=C/c2ccccc2)n1CCCO	-7	-17	1	-9	-5	-1.9	2	1	-3	1.4
O=C(O)CCn1c(=S)n(CCC(=O)O)c2ccccc21	-1	-6	-3	-5	4	0.2	-5	4	0	0.9
CCOc1ccc(N(CC(=O)NCCSCc2ccco2)S(=O)(=O)c2ccc(F)cc2)cc1	1	1	-5	5	-2	-1.1	-8	-2	1	-1.6
COc1ccc(NC(=O)Nc2cccc(F)c2)c(OC)c1	18	2	15	-2	-3	-1.0	.	35	1	-4.4
O=S(=O)(NCCCCCNS(=O)(=O)c1ccccc1)c1ccccc1	-1&-10	1	-2	-6	-6	0.1	-9&10	-8	-2	1.5
c1ccc2c(c1)CCCC2C1=NCCN1 (configuration not stated)	-2	0	1&0	10	-4	0.1	2	0	3	0.6
O=C(Nc1ccc(F)cc1)c1ccc2nc[nH]c2c1	-4	-6	4	-1	-2	-3.0	.	26	3	-0.5
Cc1noc(C)c1S(=O)(=O)N(C)C[C@H]1Oc2ccc(NS(=O)(=O)c3ccccc3)cc2C(=O)N([C@H](C)CO)C[C@@H]1C	11	0	-4	3	-2	-0.6	6	10	4	-0.2
CC(C)Cn1cnc2c(c1=N)C(c1ccccc1)C1=C(CC(C)(C)CC1=O)O2 (configuration not stated)	-2	-10	-1	-1	-5	-1.7	-3	-6	0	0.6
c1ccc(-c2noc(CN3CCCC(OCc4ccccn4)C3)n2)cc1 (configuration not stated)	0	-9	-1	0	-4	-2.0	-3	6	-1	1.4
Fc1ccc(CSc2nnc(-c3ccncc3)o2)cc1	3	0	-6	4	0	-0.6	-1	27	-1	0.1
Fc1ccc(Nc2nnc(C(F)(F)F)s2)cc1	0	0	-1	2	-6	-0.2	4	.	1	0.0
CC(NC(=O)C12CC3CC(CC(C3)C1)C2)c1ccc2c(c1)OCCO2 (configuration not stated)	2	-11	.	4	.	-2.6	-3	9	2	-0.6
Cc1ccc(C(=O)N2CCC3(CC2)Oc2ccc(F)cc2C(=O)C32CC(c3cccnc3)=NO2)s1 (configuration not stated)	6	-8	-4	1	0	-3.5	4	-6	0	-3.2
O=[N+]([O-])c1ccc2nc(/C=C/c3ccc(Cl)cc3)[nH]c2c1	0	-2	13	-7	-1	-3.9	.	27	-2	-0.3
CCSc1ccccc1C(=O)n1nnc2ccccc21	-6	-3	3	0	.	-0.2	0	-68	2	0.5
N#Cc1cccc(NC(=O)CNc2cccc(S(=O)(=O)N3CCCC3)c2)c1	32	-1	-4	1	-2	-1.6	-1	-4	-3	-4.8

Of the compounds above, 8 contain fluorine:
SMILES	Tat transport	dFosB activator	Wnt act	cardiac RTF act	CAL PDZ FP-1	CAL PDZ FP-2	Rtt109 Vps75	MITF TRPM1 HTS	V-ATPase pH	CDK5 inh
O=C(CCN1CCCO1)N1CCCC(N2CCN(c3ccccc3F)CC2)C1 (configuration not stated)	1	-7	-1	1	-3	0.1	-5	11	4	-7.4
CS(=O)(=O)N(CC(=O)N1CCCC1)Cc1ccc(F)cc1	-9	2	0	-2	-1	0.0	-3	.	-2	2.1
CCOc1ccc(N(CC(=O)NCCSCc2ccco2)S(=O)(=O)c2ccc(F)cc2)cc1	1	1	-5	5	-2	-1.1	-8	-2	1	-1.6
COc1ccc(NC(=O)Nc2cccc(F)c2)c(OC)c1	18	2	15	-2	-3	-1.0	.	35	1	-4.4
O=C(Nc1ccc(F)cc1)c1ccc2nc[nH]c2c1	-4	-6	4	-1	-2	-3.0	.	26	3	-0.5
Fc1ccc(CSc2nnc(-c3ccncc3)o2)cc1	3	0	-6	4	0	-0.6	-1	27	-1	0.1
Fc1ccc(Nc2nnc(C(F)(F)F)s2)cc1	0	0	-1	2	-6	-0.2	4	.	1	0.0
Cc1ccc(C(=O)N2CCC3(CC2)Oc2ccc(F)cc2C(=O)C32CC(c3cccnc3)=NO2)s1 (configuration not stated)	6	-8	-4	1	0	-3.5	4	-6	0	-3.2

Screens from PubChem.
